Screening data: PubChem, National Center for Advancing Translational Sciences (NCATS)
ERK EGF inh = inhibitors of EGF-stimulated ERK signaling pathway; HEK293-V1b, EGF-stimulated phospho-ERK AlphaScreen; Potency, µM (series often up to 11.5 µM), inactives show at the top dose activity change, negative = inhibition, usual class: inhibitors; 130,000 tested, 0.41% active; active = well fitted inhibition curve with a large enough effect; inconclusive = small, poorly fitted or top-dose-only effect, or effect the other way;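 also: plate controls were stimulated vehicle wells for no effect and unstimulated vehicle basal for full effect; nearly all actives have a fitted effect of over 55% in size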
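Readout: AlphaScreen signal for phosphorylated ERK in lysed HEK293 cells stably expressing V1b. Stimulus 25 nM EGF, 5 min, following 30 min compound exposure. Data scaled to DMSO basal and full EGF activation.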
* = called active by the depositor; u = inconclusive; [ ] = remark or other dose. Potency is read from the fitted curve at half-maximal effect.

SMILES | ERK EGF inh
O=C(COC(=O)c1ccc(NS(=O)(=O)c2cccs2)cc1O)NCc1ccccc1 | -3%
COc1ccc(C(=O)/C=C2/c3ccccc3CC(C)(C)N2C)cc1OC | 9%
CNc1nnc(-c2ccco2)s1 | 0%[57.5 µM]
O=C(CSCc1ccc(F)cc1)NCc1cccs1 | 5%
CCOC(=O)c1sc(Nc2nc3c(OC)cccc3s2)cc1C | 25µM*
O=C(Oc1ccccc1)C1O[C@@H]1c1ccccc1 (some centres undefined) | -5%
Cc1cc(NC(=O)CSc2nnnn2-c2ccccc2)no1 | 1%
Cc1cc(C(=O)c2ccc(C(C)(C)C)cc2)c(NC(=O)CCl)s1 | -4%
S=C1NCCOCCOCCOCCNC(=S)N2CCOCCOCCN1CCOCCOCC2 | -6%
N=C1c2c(cc(=O)n3c2[nH]c2ccccc23)CN1CCN1CCOCC1 | 3%
COc1ccc(C/C(C)=N/NC(=O)c2ccc(Cl)cc2)cc1 | -4%
CCOC(=O)N1CCN(C(=S)NC(=O)c2nn(C)cc2Br)CC1 | -1%
Cc1oc(-c2ccccc2)nc1C(=O)N1CCN(c2ccc(F)cc2)CC1 | 4%
c1ccc2sc(SCSc3nc4ccccc4s3)nc2c1 | -2%[57.5 µM]
O=c1cc(CSc2n[nH]c(-c3ccncc3)n2)nc2sccn12 | 15%

Another view of some results above.
> CNc1nnc(-c2ccco2)s1
  ERK EGF inh: 0%[57.5 µM]
> O=C(CSCc1ccc(F)cc1)NCc1cccs1
  ERK EGF inh: 5%
> CCOC(=O)c1sc(Nc2nc3c(OC)cccc3s2)cc1C
  ERK EGF inh: 25µM*
> O=C(Oc1ccccc1)C1O[C@@H]1c1ccccc1 (some centres undefined)
  ERK EGF inh: -5%

Next part.
SMILES | ERK EGF inh
Cc1cc(C)cc(NC(=S)N(CCN(C)C)Cc2cccs2)c1 | 1%
N#Cc1cn(CCCOc2ccccc2)c2ccccc12 | 1%
Cc1ccc2nc3c(c(C(=O)OC4CCOC4=O)c2c1)CCCC3 (centres undefined) | 5%
CC1CCCC(C)N1C(=O)COc1ccccc1F (centres undefined) | 2%
Cc1nc(-c2ccc(C(=O)Nc3cccc(Br)c3)cc2)cs1 | u
N#CC1(c2ccccc2)CCC(=O)N1c1ccccc1 (centres undefined) | -1%[57.5 µM]
Cc1[nH]c2ccccc2c1-c1ccc(Cl)nn1 | 7%
COc1ccc(/C=N/OCC(=O)N=Nc2c(O)[nH]c3ccc(Br)cc23)cc1OC | -1%
COc1ccc(CCN2CC(C(=O)Nc3ccc4c(c3)OCO4)CC2=O)cc1OC (centres undefined) | 3%
COc1ccc(S(=O)(=O)N(C)C)cc1NC(=O)COC(=O)c1nc2nccc(C)n2n1 | -14%[57.5 µM]
CC1(C)Cc2cccc(OCC(=O)NCCOc3ccccc3)c2O1 | 8%
Cc1cc(N/N=C/c2cccc([N+](=O)[O-])c2)nc(-n2nc(C)cc2C)n1 | -2%[57.5 µM]
O=C(CCN1CCOCC1)N/N=C/c1cc(Br)cc(Br)c1O | 4%
O=C(O)c1cc2ncc(CCO)cn2n1 | 7%
CCOC(=O)/C=C(\C)N1N=C(c2ccccc2)CC1c1ccccc1 (centres undefined) | 2%
CCn1nnnc1NCc1ccc(OCc2c(F)cccc2Cl)c(OC)c1 | -2%
O=C(N/N=C/c1cccc(Oc2ccccc2)c1)c1cc[n+]([O-])cc1 | 6%
COc1ccc(/C=N\NC(=O)c2cccc(Br)c2)c(OC)c1 | 6%
CN(Cc1ccccc1)C(=O)c1nc2ccccn2c1CN1CCc2sccc2C1 | u
O=C(N/N=C/C=C/c1ccccc1[N+](=O)[O-])c1cc(-c2ccccc2)n[nH]1 | -7%
O=C(C1=C[C@@H](c2coc3ccccc3c2=O)C[C@@H](OCc2ccc(CO)cc2)O1)N1CCOCC1 | -4%[57.5 µM]
COc1ccc(-c2csc(NC(=S)NC(=O)c3ccco3)n2)cc1 | -4%
O=C(CSc1nnnn1-c1ccc(O)cc1)c1cc2ccccc2o1 | 9%[57.5 µM]
O=P(Cc1cc(Br)cc(Br)c1OCCO)(c1ccccc1)c1ccccc1 | 6%[57.5 µM]
CC(C)CC1CCCCC1OC(=O)C[N+]1(C)CCCCC1 (centres undefined) | -4%
O=C(O)COc1ccccc1/C=C1\SC(=S)N(/N=C/c2ccccc2O)C1=O | 2%
CCCC(c1nnnn1C(C)(C)C)N1CCN(Cc2ccccc2)CC1 (centres undefined) | 3%
COc1cc(NC(=O)Cn2c(=O)n(-c3cccc(C)c3)c(=O)c3c(C)c(C)sc32)cc(OC)c1 | -1%
O=C(CNC(=O)c1ccccc1)OCc1nnc(-c2ccc(Cl)cc2)o1 | 2%
C/C(=N/NC(=O)c1ccc(C)nc1)c1ccc2c(c1)CCCC2 | -1%
Cc1nonc1OCCNCCNc1ccccc1[N+](=O)[O-] | -4%
O=C(/C=C/c1ccncc1)c1ccc(NC(=O)c2ccccc2F)cc1 | 1%
CCN(CC)CCN(Cc1cc2cc(C)ccc2[nH]c1=O)C(=S)NCc1ccco1 | 5%
O=C(/C=C/c1cccs1)Nc1ccc(Br)cn1 | -2%
O=C(N=Nc1c(O)n(Cc2ccccc2)c2ccccc12)c1cc2ccccc2cc1O | 2%
CC(=O)Nc1ccc(CN2CCN(CCc3ccccc3)C(CCO)C2)cc1 (centres undefined) | -4%
Cn1c(CNC(=O)c2ccccc2F)nnc1SCC(=O)NCc1ccccc1 | 2%
Cc1nc2ccccc2c(=O)n1/N=C/c1cccs1 | -2%
CC(NC(=O)C(=O)N/N=C/c1ccc(Cl)cc1)c1ccccc1 (centres undefined) | 3%
Cc1ccccc1C(=O)NC1CCN(C(=O)Nc2ccccc2Cl)CC1 | 22%
Cc1cc(=O)n(C(NC(=O)c2ccccc2)C(=O)c2ccccc2)cn1 (centres undefined) | -20%
CCOc1ccc2nc(N/C(N)=N/C(=S)Nc3cccc(OC)c3)nc(C)c2c1 | 10%[57.5 µM]
Cc1ccc(C)c(NC(=S)c2nc3ccccc3s2)c1 | u
O=C(COC(=O)COc1ccccc1Cc1ccccc1)Nc1cccnc1Cl | 0%
COc1ccc(OC)c(/C=N/NC(=O)CNC(=O)c2ccc(S(=O)(=O)N3CCCC3)cc2)c1 | 11%

Two of the compounds above, in CSV form:
compound,ERK EGF inh
CC(NC(=O)C(=O)N/N=C/c1ccc(Cl)cc1)c1ccccc1 (centres undefined),3%
Cc1ccc(C)c(NC(=S)c2nc3ccccc3s2)c1,u

Next section.
SMILES | ERK EGF inh
O=C(CNc1ccccc1)NN=C1CCCC1 | -1%
CCC(C)c1ccccc1OCCCCN1CCCC1 (centres undefined) | 0%
Cc1cc(-c2ccccc2)nc2oc3c(c12)NC(=O)CN(c1ccccc1)C3=O | 4%[57.5 µM]
COCCNC(=O)C(c1ccc(C)o1)N(C(=O)Cn1nnc2ccccc21)c1ccccc1 (centres undefined) | -2%
O=C(c1ccc(COc2c(F)c(F)c(F)c(F)c2F)o1)N1CCN(Cc2ccc3c(c2)OCO3)CC1 | 8%
Cc1ccc(C(=O)OCC(=O)c2c[nH]c3ccccc23)cc1 | 5%
COC(=O)C1=C(C)NC(=O)NC1c1ccc(N2CCC(c3ccccc3)=N2)cc1 (centres undefined) | -12%[57.5 µM]
CCOc1ccc(C(=O)NCC(=O)OCc2cc(C(C)=O)ccc2OC)cc1 | 9%
CC(C)NC(=O)NC(=O)COC(=O)c1ccc([N+](=O)[O-])cc1Cl | -4%
CCC(=O)c1ccc(N2CCN(S(=O)(=O)c3ccccc3)CC2)c(F)c1 | -3%
O=C(CCC1CCCN(c2ncccn2)C1)NCc1ccc(F)c(F)c1 (centres undefined) | 0%
COc1cccc([C@@H]2Oc3ccc(Br)cc3C(=O)[C@H]2OC(=O)Nc2ccc(OC(F)F)cc2)c1 | 1%
COC1CC(C)NC(=S)N1 (centres undefined) | -9%[57.5 µM]
CCCn1c(N)c(C(=O)CSc2nnc(Cc3ccccc3)o2)c(=O)n(C)c1=O | 11%
CCn1ccnc1CN1CCC(CO)(CCOc2ccccc2)CC1 | -4%[57.5 µM]
N#CCc1ccc(OC(=O)c2cccnc2)cc1 | -1%[57.5 µM]
CC(C)CC(=O)Nc1nc2ccc(S(C)(=O)=O)cc2s1 | 10%
CCN(C(=O)COC(=O)c1cc([N+](=O)[O-])ccc1N1CCCCC1)C1CCS(=O)(=O)C1 (centres undefined) | -4%
Cc1ccc(NC(=O)c2cccc(N(C)C)c2)cc1NC(=O)c1ccc(O)cc1 | -3%
NC(=O)NC(=O)COC(=O)/C=C/c1cccc(Br)c1 | -1%
O=C(c1ccc2ccccc2c1)C1CCCN(C(=O)c2noc3c2CCCC3)C1 (centres undefined) | 9%
C#CCSc1ncc(-c2ccccc2)cn1 | -4%
COc1ccc(CN2C3CCCC2CC(NC(=O)/C=C/c2ccccc2)C3)cc1 (centres undefined) | 17%
CNc1ccccc1C(C)(C)c1ccn[nH]1 | 4%
O=C(OC1CCOC1=O)c1cc(-c2cccs2)nc2ccccc12 (centres undefined) | -5%
CC1(C)CC(=O)C(c2c[nH]c3ccccc23)C(=O)C1 | -16%
CCCCCCCc1c(C#N)c(N)[nH]c(=S)c1C#N | -5%[57.5 µM]
O=S(=O)(NN1CCOCC1)c1ccc(Cl)s1 | 9%
Cc1ccc2nc(SCC(=O)N/N=C/c3ccco3)cc(C)c2c1 | -6%
O=C(CCCSc1nc2ccccc2c(=O)[nH]1)c1ccccc1 | 8%
Cc1oc(C)c(C(=O)O)c1C(=O)O | -9%[57.5 µM]
CSc1nc(SCC(=O)O)c2sc3nc(-c4ccccc4)c4c(c3c2n1)CCC4 | 6%[57.5 µM]
O=C(NCCc1csc(-c2ccccc2)n1)c1c(F)cccc1Cl | -5%
O=C(CN1CCN(c2cccc(Cl)n2)CC1)N1CC(O)CO1 (centres undefined) | 2%
Cc1cc(C)cc(N(CC(=O)O)S(=O)(=O)c2c(C)[nH]c(=O)[nH]c2=O)c1 | 4%[57.5 µM]
OC1(c2cccc(C(F)(F)F)c2)CCN(Cc2nnnn2CCc2ccccc2)CC1 | 1%
Cc1nc(SC2CC(=O)N(c3ccccc3)C2=O)n[nH]1 (centres undefined) | 2%
O=C(NCCNc1ccc([N+](=O)[O-])cc1)c1cccc(Br)c1 | 7%
O=C(NCCc1cccc(F)c1)[C@@H]1CSC2c3ccccc3C(=O)N21 (some centres undefined) | -13%[57.5 µM]
OCC1(CO)COC2(CCCC2)N1 | -2%[57.5 µM]
CCOC(=O)CSc1nc(C)c2cc(C)c(C)cc2n1 | -24%
Cc1cccc(/C=N/NC(=O)Cn2nnnc2N)n1 | -5%[57.5 µM]
CCC(=O)Nc1ccc2c(c1)ncn2-c1ccc(OC)cc1 | 16%
COc1ccc(C(=O)Nn2c(C)nnc2-n2nc(C)cc2C)cc1OC | 9%
CC(C)(C)n1nc2c(c1NC(=O)Cc1cccc3ccccc13)CS(=O)(=O)C2 | -26%
CCCCCCCCOC(=O)c1ccc(N)cc1 | -8%
Cc1nnc2c(NC3CCCC3)nc3ccccc3n12 | -10%
COc1ccccc1C(=O)NCC(=O)NC1CCCc2ccccc21 (centres undefined) | 4%
COc1ccccc1C(=O)N=Nc1c(O)[nH]c2ccc([N+](=O)[O-])cc12 | 7%
CCOC(=O)C1CCCN(CCC(=O)Nc2cccc(C)c2)C1 (centres undefined) | 0%
Cc1ccsc1/C=N/n1c(COc2ccccc2)n[nH]c1=S | -2%
Cc1cc(NC(=O)c2cccs2)n(-c2nc3ccccc3[nH]2)n1 | 23%
COc1cccc(O)c1CN1CCCC(C(=O)c2cccc(C(F)(F)F)c2)C1 (centres undefined) | -1%
CC(C)(C)S(=O)(=O)/C(C#N)=N/Nc1ccc(Cl)cc1 | u
O=Cc1ccc(Oc2ncccn2)cc1 | 7%
CC1CCC2C(=O)N(c3ccc(S(=O)(=O)c4ccccc4)cc3)C(=O)C2C1 (centres undefined) | -1%
CCOc1ccc(NC(=O)NC(C)CC)cc1 (centres undefined) | 10%
Cc1cc(C)c(NC(=O)CN)c(C)c1 | -6%
COc1cc(NS(C)(=O)=O)ccc1Cc1c2ccccc2nc2ccccc12 | 19%
COC(=O)N1CCC2(CC1)CCN(c1ccccn1)CC2 | 6%

The final four compounds of the section before are carried over, then new ones follow.
SMILES | ERK EGF inh
CCOc1ccc(NC(=O)NC(C)CC)cc1 (centres undefined) | 10%
Cc1cc(C)c(NC(=O)CN)c(C)c1 | -6%
COc1cc(NS(C)(=O)=O)ccc1Cc1c2ccccc2nc2ccccc12 | 19%
COC(=O)N1CCC2(CC1)CCN(c1ccccn1)CC2 | 6%
COc1ccc(COc2cc(-c3cccc(OC)c3)nc3ccc(NC(=O)c4ccc(OC)cc4)cc23)cc1 | 4%
CNC(=S)Nc1ccc(C)c(NC(=S)NC)c1 | 9%
CN1CCN(c2c(F)cc3c(=O)c(C(=O)O)cn(CCF)c3c2F)CC1 | 2%[57.5 µM]
N#CC1=C(N)SC(N)=C(C#N)C1c1ccc([N+](=O)[O-])cc1 | -2%
COc1cc(NC(=O)CSc2nncn2C)cc(OC)c1OC | -1%

A few values from the list.
`CCOC(=O)N1CCN(C(=S)NC(=O)c2nn(C)cc2Br)CC1` – ERK EGF inh: -1%
`COc1ccc(S(=O)(=O)N(C)C)cc1NC(=O)COC(=O)c1nc2nccc(C)n2n1` – ERK EGF inh: -14%[57.5 µM]
`N#CC1(c2ccccc2)CCC(=O)N1c1ccccc1` (centres undefined) – ERK EGF inh: -1%[57.5 µM]
`CCOC(=O)C1CCCN(CCC(=O)Nc2cccc(C)c2)C1` (centres undefined) – ERK EGF inh: 0%

The list is partial; the hit share may differ from the screen's.
